High-throughput results (PubChem)
HSF-1 act – increases HSF-1 driven luciferase reporter signal | NIH3T3-HGL HSF-1 luciferase reporter, MG132, 8 h; 100% = twice DMSO control signal | activation, % at 9 µM | hit rate 1.7% among 300,000 | AID 504408;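 active = mean replicate activation of at least 50% with a set share of replicates each reaching 50%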;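 note: 0% = median of the neutral control wells and 100% = twice that signal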
GSK3 alpha inh – human GSK-3 alpha kinase inhibition; ADP-Glo luminescence, 60 min; inhibition, % at 10 µM; P49840; hit rate 0.1% among 320,000;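 in the data active = inhibition above about 50%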;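 note: GST-tagged GSK-3 alpha with peptide substrate and 25 µM ATP; 0% = DMSO neutral wells and 100% = GW8510 positive control wells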
Target sequence (P49840 whole entry, looked up): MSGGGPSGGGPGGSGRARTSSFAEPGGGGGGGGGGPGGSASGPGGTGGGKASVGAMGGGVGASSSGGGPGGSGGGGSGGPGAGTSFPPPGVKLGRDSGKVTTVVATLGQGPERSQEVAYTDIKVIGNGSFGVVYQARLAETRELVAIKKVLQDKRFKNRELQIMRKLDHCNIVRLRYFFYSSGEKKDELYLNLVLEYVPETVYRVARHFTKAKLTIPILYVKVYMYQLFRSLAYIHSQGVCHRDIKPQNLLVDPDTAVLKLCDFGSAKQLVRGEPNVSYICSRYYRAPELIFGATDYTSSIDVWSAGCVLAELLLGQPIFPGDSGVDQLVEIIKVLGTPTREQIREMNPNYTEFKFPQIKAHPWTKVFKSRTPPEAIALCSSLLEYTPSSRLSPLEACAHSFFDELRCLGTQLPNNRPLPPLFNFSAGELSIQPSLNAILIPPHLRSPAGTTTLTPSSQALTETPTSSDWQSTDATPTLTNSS
Dyrk1A ADPGlo – blocks rat Dyrk1A kinase activity; hit rate 0.43% among 310,000; ADP-Glo luminescence, NFATc1 peptide; inhibition, % at 12.5 µM; AID 504441; in the data active = inhibition above about 50%;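 note: plate controls were vehicle with enzyme for no effect and no enzyme for full effect; many of its hits are not listed in these tables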
HSF1 inh – HSF1 inhibition; AID 2098; activity change, negative = inhibition, % at 7.5 µM (by protocol); NIH3T3-HGL HSE-luciferase, MG132-induced, luminescence 8 h; stronger effect = lower value; hit rate 0.77% among 300,000;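 active = more than half of replicate wells show activity change below -50%, luminescence cut by over half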;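 note: luciferase reports HSF-1 transcriptional activity via heat shock element; 0% = median of DMSO wells and -100% = zero luminescence signal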
HSP90 refold inh – inhibitors of HSP90 luciferase refolding in rabbit reticulocyte lysate; inhibition, % at 5.6 µM; luciferase refolding luminescence, 3 h; hit rate 0.91% among 290,000;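 active = inhibition above the screen-wide mean plus 3 SD, computed separately per campaign, cut at about 16% in these data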;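 note: 0% = DMSO wells and 100% = 60 µM geldanamycin wells; inhibitors lower the luminescence because luciferase stays unfolded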
IEC-6 cytotox – IEC-6 cytotoxicity, counter-screen for KLF5 inhibitors; luminescence viability; inhibition, % at 5 µM; hit rate 0.78% among 290,000; in the data active = inhibition above about 22%;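 note: 0% = plate median of test compound wells and 100% = cytotoxic reference compound wells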
GSK3B inh – human GSK3beta kinase inhibition; P49841; activity score (negative = inhibition), % at 10 µM; GST-GSK3beta kinase, ADP-Glo luminescence, 60 min; stronger effect = lower value; hit rate 0.038% among 300,000; AID 2097;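 active = more than half of replicate wells score below -50%, meaning over 50% inhibition versus plate controls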;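 note: 0% = median DMSO wells and -100% = median GW8510 positive control wells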
Target sequence (P49841 whole entry, looked up): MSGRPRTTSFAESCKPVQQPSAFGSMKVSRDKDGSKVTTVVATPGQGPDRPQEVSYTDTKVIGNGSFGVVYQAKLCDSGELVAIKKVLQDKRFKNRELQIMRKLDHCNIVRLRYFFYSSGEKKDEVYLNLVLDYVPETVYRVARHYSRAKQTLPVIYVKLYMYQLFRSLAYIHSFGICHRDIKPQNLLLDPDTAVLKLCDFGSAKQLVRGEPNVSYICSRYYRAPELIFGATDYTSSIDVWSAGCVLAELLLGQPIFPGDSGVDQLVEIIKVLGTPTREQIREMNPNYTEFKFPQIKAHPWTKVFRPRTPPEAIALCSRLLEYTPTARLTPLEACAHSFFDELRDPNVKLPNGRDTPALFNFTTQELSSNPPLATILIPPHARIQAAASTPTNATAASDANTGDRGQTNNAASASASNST
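Test system – GST-tagged human GSK3beta kinase, cell-free · Incubation – 60 min enzyme reaction, room temperature · Signal – ADP-Glo luminescence · Also added – peptide substrate and ATP at 25 µM · Controls – DMSO neutral wells and GW8510 at 20 µM as positive · Buffer or medium – Tris/MgCl2 kinase buffer · Measure – Luminescence-derived activity versus plate DMSO and GW8510 wells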
aSyn 5UTR inh – 5' untranslated region of α-synuclein, MLPCN primary screen; AID 1813; hit rate 0.82% among 300,000; alpha-synuclein 5'UTR reporter, inhibitor activity; inhibition, % (tested at 7.5 µM); in the data active = inhibition above about 60%;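 note: H4 neuroglioblastoma cells stably carrying SNCA 5'UTR luciferase fusion; 0% = DMSO wells and 100% = positive control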
Platelet DG rel – modulates dense granule release in human platelets. hit rate 0.22% among 300,000. AID 1663. inhibition, %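 (compounds screened at 7.5 µM in platelet-rich plasma)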. human platelet-rich plasma, SFLLRN dense granule ATP release, luminescence;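 active = mean replicate score, as percent of positive control, at or above 50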
KLF5 inh – kruppel-like factor 5 inhibition | inhibition, % at 5 µM | AID 1700 | hit rate 0.23% among 290,000 | DLD-1 KLF5 promoter-luciferase reporter, luminescence;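 active = inhibition above a per-plate limit of that plate's mean compound inhibition plus 3 SD, cut at about 60% in these data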;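 note: 0% = DMSO wells and 100% = LY294002 at 200 µM; higher means less KLF5 promoter-driven luciferase light; inactives centre near -14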
An asterisk follows results filed as active; · = not tested or not shown. The list is partial; count on the stated rates, not on these rows.

SMILES	HSF-1 act	GSK3 alpha inh	Dyrk1A ADPGlo	HSF1 inh	HSP90 refold inh	IEC-6 cytotox	GSK3B inh	aSyn 5UTR inh	Platelet DG rel	KLF5 inh
CS(=O)(=O)N(CC(=O)N1CCCCC1)Cc1ccccc1	-10	1	-1	0	1	-3	·	3	22	-19
CCOC(=O)c1c(C)[nH]c(C(=O)COC(=O)[C@H](C)NC(=O)c2ccccc2Cl)c1C	36	1	2	17	-3	0	2	-38	-11	-27
COC(=O)c1ccc(NC(=O)CC2C(=O)N(c3ccc(C)cc3)C(=O)N2CC(C)C)cc1 (stereo unspecified)	9	-1	4	3	3	5	-1	-18	-3	9
COc1ccccc1N(C(=O)c1ccco1)C(C(=O)NC1CCCC1)c1cccnc1 (stereo unspecified)	8	0	-2	0	-4	4	-1	9	-10	5
Cn1c(CNc2ccc(Cl)cc2)nnc1SCc1ccccc1	19	-2	50	11	0	4	3	-15	5	-22
CCCCCCOC(=O)c1ccccc1NC(=O)/C=C/C(=O)O	19	-4	1	10	-1	4	3	-35	-2	21
COc1ccc(S(=O)(=O)NCC2CCCN(Cc3ccc(O)cc3)C2)cc1 (stereo unspecified)	3	0	-6	-3	0	5	-1	16	7	-34
Cc1cc(C)c(S(=O)(=O)Nc2nnc(CC(C)C)s2)c(C)c1	2	-5	3	0	-3	-2	3	5	-4	-27
CCC(=O)N1CCc2cc(S(=O)(=O)CCC(=O)N3CCN(c4ccc(Cl)cc4)CC3)ccc21	34	0	-3	2	0	5	-5	28	-7	-33
Nc1ccc2c(c1)OC1(CCCC1)O2	-91	-1	-2	-89*	5	6	1	41	-8	-32

Looked up one by one from the entries so far (5):
SMILES	HSF-1 act	GSK3 alpha inh	Dyrk1A ADPGlo	HSF1 inh	HSP90 refold inh	IEC-6 cytotox	GSK3B inh	aSyn 5UTR inh	Platelet DG rel	KLF5 inh
Cc1cc(C)c(S(=O)(=O)Nc2nnc(CC(C)C)s2)c(C)c1	2	-5	3	0	-3	-2	3	5	-4	-27
COc1ccc(S(=O)(=O)NCC2CCCN(Cc3ccc(O)cc3)C2)cc1 (stereo unspecified)	3	0	-6	-3	0	5	-1	16	7	-34
Nc1ccc2c(c1)OC1(CCCC1)O2	-91	-1	-2	-89*	5	6	1	41	-8	-32
CS(=O)(=O)N(CC(=O)N1CCCCC1)Cc1ccccc1	-10	1	-1	0	1	-3	·	3	22	-19
CCCCCCOC(=O)c1ccccc1NC(=O)/C=C/C(=O)O	19	-4	1	10	-1	4	3	-35	-2	21

(continued)
SMILES	HSF-1 act	GSK3 alpha inh	Dyrk1A ADPGlo	HSF1 inh	HSP90 refold inh	IEC-6 cytotox	GSK3B inh	aSyn 5UTR inh	Platelet DG rel	KLF5 inh
CC1Cc2ccccc2N1C(=O)/C=C/c1cccc(F)c1 (stereo unspecified)	70*	-3	·	37	6	-3	1	-170	3	-114
Cc1cc(F)ccc1S(=O)(=O)Nc1ccccc1C(=O)Nc1ccc2[nH]c(=O)[nH]c2c1	0	0	4	-5	7	-1	2	-2	-1	2
O=C(Nc1ccc(OC(F)(F)F)cc1)c1ccc2ccccc2n1	32	-2	3	10	1	1	3	-27	0	20
O=C(NCc1ccco1)C(c1cccs1)N(C(=O)Cc1cccs1)c1ccccc1 (stereo unspecified)	11	0	-2	4	1	-5	2	21	0	9
C/C(CCN1CCc2nc(-c3ccccc3)c(-c3ccccc3)cc2C1)=N\OC[C@@H](C)[C@H](OCc1ccccc1)C(C)C	14	0	·	-2	6	2	-2	-3	4	12
Cc1nn(CC(=O)NCCCN2CCCCC2C)c(=O)c2cccn12 (stereo unspecified)	7	-2	2	5	0	8	2	1	1	-32
C#CCOCCOCCOCCNc1nc(N2CCN(C(=O)[C@H]([C@@H](C)CC)n3cc([C@@H](N)CC(C)C)nn3)CC2)nc(N2CCN(C(=O)[C@H](CCCCN)n3cc([C@@H](N)C(C)CC)nn3)CC2)n1 (stereo partly specified)	-3	8	4	5	-1	-5	-14	-8	1	10
COc1cccc(-c2cc3nc(-c4ccccc4)cc(N4CCC5(CC4)OCCO5)n3n2)c1	-4	-2	-4	6	4	4	-3	33	11	18
O=C(c1ccco1)N(CCCN1CCOCC1)c1nc(-c2ccc(Cl)cc2)cs1	9	-2	32	15	0	1	-2	-12	2	-17
CCOc1cccc(C(=O)Nc2ccncc2)c1	-5	·	·	-2	-2	2	4	23	2	-3
Cc1ccc(C(=O)NC2CC(C)(C)NC(C)(C)C2)cc1C	43	-1	13	6	-4	-1	3	6	-21	-13
CCc1ccc(NC(=S)N2CCC(NC(=O)c3ccccc3OC)CC2)cc1	-26	-4	-1	-14	-1	0	-16	3	-3	-26
Cc1ccc2oc(C(=O)N(C)Cc3ccon3)c(C)c2c1	36	-1	6	27	-9	10	0	-153	5	-192
Cc1ccc(C(=O)Nc2ccc(S(=O)(=O)N3CCCC3)cc2)s1	-7	3	4	2	-2	-7	5	-22	-7	-26
O=C1NC(c2cc(Cl)cc([N+](=O)[O-])c2O)Nc2ccccc21 (stereo unspecified)	8	0	0	8	-1	-1	1	7	-2	-10
COc1ccc(CCC(=O)Nc2nc(C)c(C(=O)N(C)C)s2)cc1	-3	1	3	-3	4	-7	-2	13	-2	7
CCN(CCCNC(=O)Cn1ncc2c(=O)oc3ccccc3c21)c1cccc(C)c1	19	-1	-2	8	-4	-7	1	35	-1	-22
CCCC1C(C#N)=C(N)Oc2n[nH]c(C(C)(C)C)c21 (stereo unspecified)	12	9	1	6	0	3	-6	-12	4	-13
Nn1c(SCc2cccc(F)c2)nnc1-c1cccnc1	14	0	1	14	3	2	-5	-71	10	-14
Cc1ccc(C)c(OC(=O)CN2C(=O)c3ccccc3C2=O)c1	-9	·	12	3	3	0	2	2	-11	-20
Cn1/c(=N/NC(=O)c2cccc(OC(F)F)c2)sc2ccccc21	10	0	-2	6	-5	-1	-1	-51	7	-38
CCn1cc(C(=O)O)c(=O)c2cc(F)c(N3CCN(C(=S)NC(=O)c4cccc(C)c4)CC3)cc21	-12	3	0	-4	-4	-4	-1	8	0	-13
CC(=O)Nc1ccc(C(=O)Nc2nnc(CCc3ccccc3)s2)cc1	-1	0	-1	1	-1	7	0	6	·	-22
CCC(=O)NCCCNc1nc2c(C)cccc2cc1C#N	-7	-2	6	-2	-4	-4	0	33	4	-5
CCN1C(=O)C2(Nc3ccccc3-c3nc4ccccc4n32)c2cc(OC)ccc21 (stereo unspecified)	3	-2	-3	7	-1	0	2	5	-3	16
c1cncc(-c2noc(CC3CCCCC3)n2)c1	-26	5	0	2	-2	-1	2	-87	8	-43
COc1ccccc1C(=O)NC(=O)CSc1nncn1C(C)C	-3	0	0	-4	·	·	-1	-5	6	·
Cc1cc(Cl)ccc1OCC(=O)N/N=C/c1ccncc1	8	1	8	-1	2	4	0	20	1	1
COc1ccc(CCn2c(=S)[nH]c3ccc(N4CCOCC4)cc3c2=O)cc1OC	-2	17	3	-4	3	4	-2	-22	-27	2
Cc1cc(C(C)(C)C)cc(C)c1C[n+]1ccc2ccccc2c1	-12	3	11	-8	0	28*	5	7	5	-21
O=C(Cc1n[nH]c(=O)[nH]c1=O)N/N=C/c1cccc(Cl)c1	-4	0	10	-3	1	0	1	-10	1	1
O=C(COC(=O)CCc1ccc(S(=O)(=O)N2CCOCC2)cc1)NC1CCCC1	-14	-2	-1	-12	1	-2	-1	6	4	1
CN(C)CCN(C)Cc1ccccc1Sc1cccc2ccccc12	-2	4	1	-3	0	7	2	-9	1	-17
Cc1cc(NC(=O)c2ccccc2F)nc2c1c(=O)oc1ccccc12	-3	-2	14	-11	3	-4	-1	-8	-4	-13
CC1(C(=O)O)CCC(C(=O)Nc2ccc(Cl)c(Cl)c2)C1(C)C (stereo unspecified)	-4	-1	0	4	0	-9	4	0	5	-32
CC(C)COP(=O)(c1ccc(N(C)C)cc1)C(O)c1ccc(N(C)C)cc1 (stereo unspecified)	-7	-3	-3	-8	0	-3	0	6	-2	-30
Cc1ccc(OCC(O)CNS(=O)(=O)c2ccccc2C(=O)N2CCCCC2)cc1 (stereo unspecified)	5	0	-3	-2	-1	0	-3	21	-3	15
Cc1cc(Nc2ccc(Cl)cc2)n(-c2ccccc2)n1	4	-1	2	6	0	11	0	-4	2	-5
O=C(COC(=O)c1cc2c(s1)CCC2)Nc1ccc(F)cc1	6	5	-1	-9	0	4	0	-42	0	-31
Cc1ccc(NC(=O)Cn2sc3nc(C)cc(C)c3c2=O)c(Cl)c1	2	-1	6	3	-1	-3	6	9	1	-18
O=C(COc1ccccc1)N1CCN(c2nnc(-c3ccccc3)c3ccccc23)CC1	4	13	2	6	2	-2	5	18	6	1
Cc1ccc(NS(=O)(=O)c2cccc(C(=O)N/N=C/c3c(C)nn(-c4ccccc4)c3N3CCCC3)c2)c(C)c1	-4	-7	-3	-4	5	5	-27	39	33	-16
NC(=O)c1ccccc1NC(=O)CSc1cn[nH]n1	0	-2	-7	-2	1	1	-1	-12	-1	-21
COc1ccc(-c2ccc(NS(=O)(=O)c3ccc([N+](=O)[O-])cc3)cc2)nn1	19	1	2	2	3	1	-1	14	2	-19
CC(C)C[C@@H](CO)N1CCN(Cc2ccc(Br)cc2)CCC1=O	0	-4	0	-2	-4	-3	-1	8	2	5

Structures listed so far that have two or more sulfur atoms (3):
SMILES	HSF-1 act	GSK3 alpha inh	Dyrk1A ADPGlo	HSF1 inh	HSP90 refold inh	IEC-6 cytotox	GSK3B inh	aSyn 5UTR inh	Platelet DG rel	KLF5 inh
Cc1cc(C)c(S(=O)(=O)Nc2nnc(CC(C)C)s2)c(C)c1	2	-5	3	0	-3	-2	3	5	-4	-27
O=C(NCc1ccco1)C(c1cccs1)N(C(=O)Cc1cccs1)c1ccccc1 (stereo unspecified)	11	0	-2	4	1	-5	2	21	0	9
Cc1ccc(C(=O)Nc2ccc(S(=O)(=O)N3CCCC3)cc2)s1	-7	3	4	2	-2	-7	5	-22	-7	-26
